FadD28 FP inh: inhibitors of Mycobacterium tuberculosis FadD28 bisubstrate binding; FadD28 bisubstrate probe binding, fluorescence polarization; inhibition, % at 12.5 µM; hit rate 0.22% among 360,000; in the data active = inhibition above about 8.5%, passing the limit was not always enough; inconclusive = no clear call, values can overlap the other calls
DUSP3 inh: inhibitors of human VHR1 phosphatase (DUSP3) | AID 1654 | P51452 | hit rate 0.52% among 290,000 | inhibition, % at 13.3 µM | recombinant VHR phosphatase, pNPP absorbance; in the data active = inhibition above about 50%; note: some compounds called inactive have numbers as strong as hits
MazF activator: activators of E. coli MazEF toxin-antitoxin RNase; P0AE70; FAM/BHQ RNA-DNA oligo cleavage fluorescence, 5 h; activation, % at 20 µM; hit rate 0.32% among 350,000; AID 504720; in the data active = activation above about 50%
Target sequence (P0AE70 whole entry, looked up): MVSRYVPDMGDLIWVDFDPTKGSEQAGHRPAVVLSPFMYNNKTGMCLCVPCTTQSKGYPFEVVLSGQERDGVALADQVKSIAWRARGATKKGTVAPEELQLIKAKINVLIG
CCHF vOTU inh: blocks the CCHF virus ovarian tumor domain protease; CCHFV vOTU protease, Pep-AMC fluorescence; inhibition, % at 11.5 µM; hit rate 0.55% among 370,000; AID 651958; note: 0% = vehicle wells with enzyme and 100% = no enzyme wells
Mtb UGM inh: Mtb UDP-galactopyranose mutase inhibition | P9WIQ1 | purified UGM, fluorescence polarization probe displacement | hit rate 0.06% among 320,000 | AID 504406 | inhibition, % at 10 µM; in the data active = inhibition above about 10%, passing the limit was not always enough; inconclusive = no clear call, values can overlap the other calls
Target sequence (P9WIQ1 whole entry, looked up): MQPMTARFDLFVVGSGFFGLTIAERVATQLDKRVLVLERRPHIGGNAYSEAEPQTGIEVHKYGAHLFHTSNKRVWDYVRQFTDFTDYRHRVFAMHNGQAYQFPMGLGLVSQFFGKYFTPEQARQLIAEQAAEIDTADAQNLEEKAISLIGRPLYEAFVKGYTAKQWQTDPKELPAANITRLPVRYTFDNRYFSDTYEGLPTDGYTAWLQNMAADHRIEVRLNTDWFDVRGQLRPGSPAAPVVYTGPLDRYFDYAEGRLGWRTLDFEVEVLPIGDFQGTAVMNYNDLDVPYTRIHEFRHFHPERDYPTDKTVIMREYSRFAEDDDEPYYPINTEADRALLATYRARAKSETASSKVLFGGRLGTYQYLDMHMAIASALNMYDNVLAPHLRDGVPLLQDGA
BoNT-F LC inh: blocks Botulinum neurotoxin F light chain protease | Multiplex microsphere protease cleavage assay, flow cytometry | inhibition, % at 10 µM | hit rate 0.22% among 360,000 | AID 588497; in the data active = inhibition above about 35%, passing the limit was not always enough; inconclusive = no clear call, values can overlap the other calls; note: plate controls were buffer without enzyme for full effect and enzyme alone for no effect
Mtb BioA inh: BioA (M. tuberculosis) enzyme inhibition. purified M. tuberculosis BioA enzyme, plate reader. inhibition, % at 9.99 µM. hit rate 0.096% among 360,000; in the data active = inhibition above about 40%; inconclusive = no clear call, values can overlap the other calls
GDH-TPI inh: GDH-TPI coupled enzyme inhibition counter-screen; GDH-TPI coupled enzyme counterscreen, NADH absorbance; inhibition, % at 4.8 µM; hit rate 1.2% among 360,000; AID 588335;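 note: 0% = DMSO wells and 100% = wells lacking the enzyme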
Mtb FBA inh: Mtb fructose-bisphosphate aldolase inhibition; hit rate 2.3% among 360,000; purified M. tuberculosis FBA, fluorescence read-out; AID 588726; inhibition, % at 1 µM; in the data active = inhibition above about 27%;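 note: 0% = vehicle and 100% = reference inhibitor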
Rv3671c inh: inhibits the M. tuberculosis serine protease Rv3671c. P9WHR9. inhibition, % at 5.96 µM. hit rate 0.048% among 320,000. AID 2606; in the data active = inhibition above about 38%;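 note: extracellular domain of Rv3671c used as enzyme; 0% = enzyme with DMSO and 100% = no enzyme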
Target sequence (P9WHR9 whole entry, looked up, the tested form may be a part): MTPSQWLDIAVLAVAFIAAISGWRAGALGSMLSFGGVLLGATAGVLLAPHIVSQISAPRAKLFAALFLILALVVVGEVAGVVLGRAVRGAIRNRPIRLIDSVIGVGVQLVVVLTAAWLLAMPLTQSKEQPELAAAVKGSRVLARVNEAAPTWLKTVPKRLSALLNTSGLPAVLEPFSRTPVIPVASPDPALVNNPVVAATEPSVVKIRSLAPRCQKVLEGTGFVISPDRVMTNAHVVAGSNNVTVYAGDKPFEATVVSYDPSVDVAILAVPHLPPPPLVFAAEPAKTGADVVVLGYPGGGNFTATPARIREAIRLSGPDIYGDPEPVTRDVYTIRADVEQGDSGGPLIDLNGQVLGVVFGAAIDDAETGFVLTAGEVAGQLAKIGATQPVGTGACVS
* = called active by the depositor; ? = inconclusive; / = not tested or not shown. Cut-off read from the data, not from the text of the source, unless noted: active = inhibition above about 30%; inactive = the rest. No enrichment for hits; about 4.9% have a hit in one of these screens.

1) Cc1cnn(C(=S)NCc2ccc(Cl)cc2)c1
2) Cc1cc(C)cc(C(=O)NCC(=O)OCC(=O)NC2CCCc3ccccc32)c1 (centres undefined)
3) Cc1ccoc1C(=O)N1CCN(C(=O)c2occc2C)CC1
4) COc1ccc(C2=NN(C(=O)CSc3nnc(C)c(=O)n3N)C(c3ccco3)C2)cc1 (centres undefined)
5) CCOC(=O)C1(C)C=C(Nc2cccc(OC)c2)C(=O)N1c1ccccc1 (centres undefined)
6) C[C@@H]1CC=C[C@@H]2[C@H]1C(=O)N(Cc1ccccc1)[C@H]2c1ccccc1Br
7) Cc1cccc2nc(CSc3ccc(Cl)cc3)cn12
8) COc1ccc(C(=O)Nc2sc3c(c2C(=O)O)CC(C)(C)OC3)cc1
Screen / compound no.	1	2	3	4	5	6	7	8
FadD28 FP inh	/	-0.8	0.9	-4.7	-4.2	-3.2	-4.5	-2.0
DUSP3 inh	12	/	15	38	5	/	21	2
MazF activator	-2	-1	-11	-1	8	-1	-19	-3
CCHF vOTU inh	26	3	-6	16	1	29	-9	-16
Mtb UGM inh	-0.6	-0.8	-0.1	0.2	3.5	/	-9.7	-0.7
BoNT-F LC inh	/	1	-3	-4	?	-9	-2	3
Mtb BioA inh	/	-1.9	6.7	/	-0.7	2.5	1.3	1.6
GDH-TPI inh	/	-10	2	-11	-17	10	0	28
Mtb FBA inh	/	0	1	1	1	1	-5	-4
Rv3671c inh	-2	0	-1	-3	2	/	2	-4

Brought forward from above: 3 entries, then new ones.
6) C[C@@H]1CC=C[C@@H]2[C@H]1C(=O)N(Cc1ccccc1)[C@H]2c1ccccc1Br
7) Cc1cccc2nc(CSc3ccc(Cl)cc3)cn12
8) COc1ccc(C(=O)Nc2sc3c(c2C(=O)O)CC(C)(C)OC3)cc1
9) Cc1ccc(SCc2ccc(C(=O)Nc3cccc([N+](=O)[O-])c3)cc2)cc1
10) Cc1ccc(-c2nn(-c3ccccc3)cc2/C=C2\SC(=S)N(CC(=O)O)C2=O)cc1
11) CCC12CN3CC(CC)(CN(C1)C3c1ccc([N+](=O)[O-])o1)C2=O (centres undefined)
12) CCOc1ccc(NC(=O)C2Cc3ccccc3CN2S(=O)(=O)CC)cc1 (centres undefined)
13) CCN(CC)CCNc1nc2c(c(=O)n(C)c(=O)n2C)n1C/C=C(/C)Cl
14) O=C(CN1C(=O)S/C(=C\c2ccccc2)C1=O)NNC(=O)c1ccccc1O
15) O=C(CN1c2cccc3cccc(c23)S1(=O)=O)Nc1ccc(F)c(F)c1F
16) C=CCn1c(SCC(=O)Nc2ccc(Br)cc2)nc(O)cc1=O
Screen / compound no.	6	7	8	9	10	11	12	13	14	15	16
FadD28 FP inh	-3.2	-4.5	-2.0	1.6	-0.3	-3.0	-3.6	-4.5	0.4	-1.3	-1.7
DUSP3 inh	/	21	2	-7	13	6	6	29	-10	/	/
MazF activator	-1	-19	-3	-6	-6	5	4	5	0	-12	-5
CCHF vOTU inh	29	-9	-16	-8	2	16	4	16	1	-9	20
Mtb UGM inh	/	-9.7	-0.7	1.7	0.7	-1.1	0.8	-0.6	2.4	-1.2	/
BoNT-F LC inh	-9	-2	3	-14	-9	5	0	?	-6	-7	2
Mtb BioA inh	2.5	1.3	1.6	-0.9	-0.7	/	-0.6	0.7	/	1.0	-1.7
GDH-TPI inh	10	0	28	7	2	4	-5	0	31*	9	17
Mtb FBA inh	1	-5	-4	2	2	0	-7	2	1	7	3
Rv3671c inh	/	2	-4	-9	8	7	-4	10	-5	4	/

17) O=C1N[C@@H](c2ccccc2)COC(=O)[C@H](Cc2ccc(F)cc2)C/C=C\C[C@H]1CC(=O)N(CCO)Cc1ccccc1
18) COc1ccc(CCNCc2ccccc2N2CCCC2)cc1
19) Cc1nc(SCC(=O)NCC(F)(F)F)c2c(-c3cccs3)csc2n1
20) NC(Cc1ccc(C(F)(F)F)cc1)c1csc(Nc2nncc3ccccc23)n1 (centres undefined)
21) Cc1ccc2c(ccc(=S)n2C)c1
22) CCN(CC)C(=O)Cn1cc(S(=O)(=O)CC(=O)Nc2cccc(NC(C)=O)c2)c2ccccc21
23) O=C(/C=C/c1ccc(F)cc1)NCCCN1CCN(CCCNC(=O)/C=C/c2ccc(F)cc2)CC1
24) O=C(Nc1cc(S(=O)(=O)N2CCOCC2)ccc1N1CCOCC1)c1cc(=O)[nH]c2ccccc12
Screen / compound no.	17	18	19	20	21	22	23	24
FadD28 FP inh	-4.5	-0.3	-0.8	?	-0.8	-2.0	-3.5	-2.7
DUSP3 inh	/	9	28	/	20	/	12	-9
MazF activator	-1	2	5	/	-24	-8	0	1
CCHF vOTU inh	-9	-11	3	19	6	18	-10	-2
Mtb UGM inh	/	2.5	-2.7	/	-0.1	/	0.0	-2.3
BoNT-F LC inh	-2	-22	-2	-22	5	-3	-6	-2
Mtb BioA inh	-0.4	0.3	/	-0.9	-1.3	-1.9	/	/
GDH-TPI inh	3	2	8	7	9	10	-3	1
Mtb FBA inh	-2	3	3	-1	4	-1	-2	-3
Rv3671c inh	/	-7	-3	/	10	/	-9	-6

25) CCCNC1=C(C)C(=O)CC1
26) C[N+]1(CC#CC(O)(c2ccccc2)c2ccccc2)CCCC1
27) COc1ccccc1CNC(=O)CCC(=O)Nc1nnc(C)s1
28) CC/C(=N\NC(=O)c1ccc(-c2ccccc2)cc1)C12CC3CC(CC(C3)C1)C2
29) Cc1ccc(-c2nnc(SCC(=O)N3CCCC3)o2)cc1
30) CCN(CC)C(=O)CSc1nc2c(sc(=S)n2-c2ccc(C)cc2C)c(=O)[nH]1
31) CCOC(=O)c1ccc(N2C(=O)CC(N3CCN(C(=O)c4ccco4)CC3)C2=O)cc1 (centres undefined)
32) C/C(CC(=O)NCc1ccccc1Cl)=N/NC(=O)c1ccccn1
Screen / compound no.	25	26	27	28	29	30	31	32
FadD28 FP inh	-0.3	-1.5	0.6	-3.8	-0.1	/	-3.6	-3.1
DUSP3 inh	31	0	-6	-12	-2	-3	17	8
MazF activator	7	0	0	-3	-6	-5	0	-6
CCHF vOTU inh	2	-7	1	12	-4	13	7	5
Mtb UGM inh	-1.0	1.8	1.3	0.1	0.4	1.5	-2.5	0.5
BoNT-F LC inh	-4	-5	-14	-12	12	-17	8	2
Mtb BioA inh	-4.1	/	-9.0	0.0	/	0.4	-2.0	-1.5
GDH-TPI inh	1	13	4	9	-3	18	7	2
Mtb FBA inh	1	1	-1	-4	2	-2	2	-6
Rv3671c inh	13	5	0	1	-6	-4	2	11

33) O=S(=O)(Nc1ccccc1F)c1ccc2nsnc2c1
34) CCN(CC)C1=CC(=[N+]2CCCC2)CC(C)(C)C1
35) CC(C)c1nnc(NC(=O)CCC(=O)N2CCN(c3ccc(Cl)cc3)CC2)s1
36) COc1cc(-c2cc(C(=O)NCCc3ccc(S(N)(=O)=O)cc3)c3ccccc3n2)cc(OC)c1OC
37) CCOc1ccc(N(CC(=O)Nc2ccccc2C(=O)NCc2ccco2)S(C)(=O)=O)cc1
38) Cc1ccc(-n2c(C)cc(C(=S)N3CCOCC3)c2C)cc1C
39) CCn1nnnc1SCC(=O)N1CCN(Cc2ccc3c(c2)OCCO3)CC1
40) CCOC(=O)c1c(NC(=O)Cn2nc(C(F)(F)F)cc2C)sc2c1CCC2
Screen / compound no.	33	34	35	36	37	38	39	40
FadD28 FP inh	1.4	-1.3	0.6	-7.9	-1.0	0.2	1.0	0.1
DUSP3 inh	8	-20	18	13	2	29	/	-8
MazF activator	2	-2	5	0	2	1	0	8
CCHF vOTU inh	11	5	17	17	-15	-11	-6	-20
Mtb UGM inh	-3.4	1.0	-1.6	0.3	-0.5	1.8	2.7	0.7
BoNT-F LC inh	-5	-2	0	1	-6	0	-1	-6
Mtb BioA inh	0.7	-1.7	-0.2	-0.3	-1.2	-1.1	/	/
GDH-TPI inh	6	43*	11	22	5	2	6	10
Mtb FBA inh	-2	-5	6	-2	3	2	3	4
Rv3671c inh	0	-2	0	3	-1	14	7	-5

41) Cc1ccc(CN2CCN(c3ncccn3)CC2)o1
42) Cc1nc(SCC(=O)NCc2ccc3c(c2)OCO3)nc(C)c1C
43) CCCCn1c(CN2CCN(CCO)CC2)nc2ccccc21
44) Nc1c(C(=O)N/N=C/c2ccccc2)cnn1-c1ccccc1
45) COc1ccc2[nH]c(=O)c(CN(C(=O)C3CCCO3)c3ccc(C)c(C)c3)cc2c1 (centres undefined)
46) NS(=O)(=O)c1ccc(CCNC(=O)C2CCCN2S(=O)(=O)c2cccc3nsnc23)cc1 (centres undefined)
47) CCCSc1nc2c(c(=O)n1-c1ccc(OCC)cc1)SCC2
48) CN(CC(=O)Nc1ccc(F)cc1)C(=O)Cn1cnc2ccc([N+](=O)[O-])cc2c1=O
Screen / compound no.	41	42	43	44	45	46	47	48
FadD28 FP inh	-1.7	-5.0	0.1	1.4	0.8	-0.1	0.8	-1.3
DUSP3 inh	22	/	13	-12	1	6	10	/
MazF activator	-15	7	2	11	6	-16	3	-4
CCHF vOTU inh	-18	16	-8	-8	1	-5	7	-6
Mtb UGM inh	-0.3	-1.2	-2.4	2.3	-3.4	-1.0	-2.3	-0.1
BoNT-F LC inh	-7	-6	-8	-1	2	2	5	7
Mtb BioA inh	-0.5	-1.4	-0.2	-1.5	0.4	-0.3	1.0	-0.8
GDH-TPI inh	5	-3	-3	7	9	0	-11	11
Mtb FBA inh	5	1	-5	1	12	-1	2	2
Rv3671c inh	-1	8	4	-1	10	9	-1	3

Structures from the list above with a COOH group (two):
8) COc1ccc(C(=O)Nc2sc3c(c2C(=O)O)CC(C)(C)OC3)cc1
10) Cc1ccc(-c2nn(-c3ccccc3)cc2/C=C2\SC(=S)N(CC(=O)O)C2=O)cc1
Screen / compound no.	8	10
FadD28 FP inh	-2.0	-0.3
DUSP3 inh	2	13
MazF activator	-3	-6
CCHF vOTU inh	-16	2
Mtb UGM inh	-0.7	0.7
BoNT-F LC inh	3	-9
Mtb BioA inh	1.6	-0.7
GDH-TPI inh	28	2
Mtb FBA inh	-4	2
Rv3671c inh	-4	8

Continuation:
49) CC(=O)Nc1ccc(NC(=O)CSc2nnc(CNc3ccc(F)cc3)n2CC2CCCO2)cc1 (centres undefined)
50) COc1ccc(CCNC(=O)CCCN2C(=O)c3ccccc3C2=O)cc1OC
51) O=C(CSc1ncn[nH]1)c1ccc2c(c1)OCO2
52) CC(CN1CC(=O)NC(=O)C1)N1CC(=O)NC(=O)C1 (centres undefined)
Screen / compound no.	49	50	51	52
FadD28 FP inh	-3.7	-0.9	-1.7	-1.9
DUSP3 inh	14	19	-10	/
MazF activator	6	5	-5	4
CCHF vOTU inh	0	-16	5	-3
Mtb UGM inh	-0.4	0.3	0.7	/
BoNT-F LC inh	3	-3	-19	-2
Mtb BioA inh	/	0.4	0.0	-1.2
GDH-TPI inh	-5	6	6	-1
Mtb FBA inh	-3	-2	-1	-1
Rv3671c inh	-3	1	2	/
